TDP2 absorb – human TDP2 enzyme inhibitors, primary screen, biochemical, epi absorbance, recombinant enzyme. Tyrosyl-DNA phosphodiesterase 2 (Homo sapiens), O95551. inhibition, % at 12.8 µM. 370,000 tested, 0.34% active. AID 720702, 2013. T5PNP hydrolysis, p-nitrophenol absorbance 415 nm;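 active = inhibition above the mean of all tested compounds plus 3 SD, set per campaign, cut at about 25% in these data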;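 also: 0% = DMSO with enzyme and 100% = buffer with substrate but no TDP2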
Target sequence (O95551 whole entry, looked up): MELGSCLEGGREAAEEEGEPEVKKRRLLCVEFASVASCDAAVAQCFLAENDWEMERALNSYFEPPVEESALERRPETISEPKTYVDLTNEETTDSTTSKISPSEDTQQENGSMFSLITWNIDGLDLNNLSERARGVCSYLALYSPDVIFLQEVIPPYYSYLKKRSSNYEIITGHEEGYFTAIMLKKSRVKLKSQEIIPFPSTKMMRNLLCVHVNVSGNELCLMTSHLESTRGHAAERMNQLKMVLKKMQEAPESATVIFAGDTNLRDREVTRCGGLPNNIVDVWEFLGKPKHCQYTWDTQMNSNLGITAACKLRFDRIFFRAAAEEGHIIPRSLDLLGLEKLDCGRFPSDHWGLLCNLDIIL
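Incubation: 2 h at 37 °C; Test system: recombinant human TDP2; Quantity: enzyme 120 nM; Read-out basis: percent inhibition; Medium: 50 mM Tris-HCl pH 7.5 with Mg2+, KCl, DTT, BSA; Repeats: single replicate; Compound: 12.8 µM single point, 1% DMSO; Signal: epi absorbance; Reagent: 5 mM T5PNP chromogenic substrate; Benchmarks: no-enzyme high, DMSO-plus-enzyme low.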
mABHD4 FP – ABHD4 inhibitors, primary screen, biochemical, fluorescence polarization, mouse; (Lyso)-N-acylphosphatidylethanolamine lipase (Mus musculus), Q8VD66; purified mABHD4, FP-Rh probe fluorescence polarization; inhibition, % at 8.92 µM; 370,000 tested, 0.54% active; AID 720543, 2013;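 active = inhibition exceeding the mean over every tested compound plus 3 SD, cut at about 30% in these data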;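 also: 0% = plate median of compound wells and 100% = S159A mutant with DMSO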
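Assay system: wild-type mouse ABHD4 protein; compound: single nominal dose of 8.92 µM, 0.89% DMSO final; schedule: 45 min + 60 min at 25 °C; measured by: FP readout, ex 525 nm / em 598 nm; evaluation: % inhibition of FP-Rh probe binding versus controls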
TCR-CD3 inh – inhibitors of human TCR-CD3 interaction, primary screen, biochemical, fluorescence, TAMRA-labeled TCR probe | T-cell receptor (TCR) | inhibition, % at 9.4 µM | 360,000 tested, 0.37% active | AID 651800, 2012; in the data active = inhibition above about 19%;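 also: recombinant mutant TCR 2C K166C tagged with TAMRA read by polarization; 0% = receptor in buffer alone and 100% = receptor with positive control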
SIAE inh – human SIAE inhibitors, primary screen, biochemical, fluorescence polarization, FP-Rh probe, 1536-well HTS; Sialate O-acetylesterase (Homo sapiens), Q9HAT2; SIAE FP-Rh probe binding; inhibition, % at 9.66 µM; 370,000 tested, 0.69% active; AID 1053197, 2014;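 active = inhibition above a cutoff: mean of compounds within the control limits plus 3 SD of those, cut at about 17% in these data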;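 also: 0% = plate median of compound wells and 100% = probe without SIAE protein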
PRMT1 FP inh – PRMT1 methyltransferase inhibitors, primary screen, biochemical, fluorescence polarization. Protein arginine N-methyltransferase 1 (Homo sapiens), Q99873. recombinant PRMT1, activity-based probe fluorescence polarization. inhibition, % at 2.79 µM. 370,000 tested, 1.3% active. AID 652257, 2013;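 active = inhibition above about 21% made by adding two undisclosed values, limit read from the data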
rCAG binder – binders of r(CAG) RNA repeats, primary screen, biochemical, fluorescence; inhibition, % at 3 µM; r(CAG) RNA repeat, TO-PRO-1 dye displacement fluorescence; 370,000 tested, 1.3% active; AID 651821, 2012;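 active = inhibition above the plate cutoff, the mean of all test compounds on that plate plus 3 SD, cut at about 35% in these data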;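 also: 0% = DMSO alone and 100% = 100 µM mitoxantrone as full dye displacement; higher means more dye released from RNA so lower well fluorescence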
PG9 Ab binder – binders of HIV-1 gp120 antibody PG9, primary screen, biochemical, TR-FRET; TR-FRET gp120-PG9 antibody binding; inhibition, % at 6.7 µM; 360,000 tested, 0.43% active; HIV-1 gp120 / PG9 antibody interaction; in the data active = inhibition above about 8.5%
LEDGF integ inh – blockers of LEDGF/p75-dependent integrase strand transfer – biochemical, TR-FRET, high throughput, primary screen. HIV-1 integrase (with human LEDGF/p75). TR-FRET IN-LEDGF/p75 DNA integration, Eu/Cy5. inhibition, % at 3.7 µM. 370,000 tested, 0.64% active;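 active = inhibition above the screen-wide mean plus 3 SD, cut at about 13% in these data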;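 also: signal is the Cy5 over europium emission ratio at 671 and 618 nm; 0% = plate median of compound wells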
HTRA1 inh – HTRA1 serine protease inhibitors, primary screen, biochemical, fluorescence polarization, HTS; Q92743; recombinant HTRA1, FP-rhodamine activity-based probe; inhibition, % at 5.96 µM; 340,000 tested, 0.5% active; in the data active = inhibition above about 36%;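 also: 0% = enzyme with DMSO and 100% = wells lacking enzyme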
NR1D1 modulator – modulators of Rev-erb alpha DNA binding, primary screen, biochemical, FITC-DNA, fluorescence polarization, uHTS; Nuclear receptor subfamily 1 group D member 1 (Homo sapiens), P20393; Rev-erbα–FITC-DNA binding, 90 min; activity, % at 10 µM; 370,000 tested, 0.79% active; AID 1259318, 2017;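 active = activity above about 14%, limit read from the data; passing the limit was not always enough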;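 also: 0% = DMSO wells with 35 nM protein and 100% = DMSO wells with 750 nM protein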
Target sequence (P20393 whole entry, looked up): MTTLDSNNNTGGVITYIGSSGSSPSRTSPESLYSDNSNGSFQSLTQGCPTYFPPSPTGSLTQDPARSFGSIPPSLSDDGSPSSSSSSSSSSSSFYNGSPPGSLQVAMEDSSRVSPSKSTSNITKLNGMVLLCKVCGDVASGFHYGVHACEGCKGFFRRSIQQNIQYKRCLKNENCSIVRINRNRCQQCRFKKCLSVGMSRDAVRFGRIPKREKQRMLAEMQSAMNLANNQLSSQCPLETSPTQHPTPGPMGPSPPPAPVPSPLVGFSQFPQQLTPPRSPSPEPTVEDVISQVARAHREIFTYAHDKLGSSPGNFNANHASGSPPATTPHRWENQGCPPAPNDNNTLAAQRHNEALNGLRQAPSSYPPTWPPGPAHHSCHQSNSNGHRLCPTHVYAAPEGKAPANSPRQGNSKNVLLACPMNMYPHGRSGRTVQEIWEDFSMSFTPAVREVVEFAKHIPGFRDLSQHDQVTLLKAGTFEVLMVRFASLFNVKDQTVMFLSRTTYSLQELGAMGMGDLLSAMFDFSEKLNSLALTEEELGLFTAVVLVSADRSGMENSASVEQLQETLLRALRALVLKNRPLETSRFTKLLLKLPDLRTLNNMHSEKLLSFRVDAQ
Active calls of the source: *; x = no result given. A portion of the library; the hit share may differ from the screen's.

1: O=C(COc1cccnc1[N+](=O)[O-])Nc1ccc(F)cc1
2: COc1ccc(NC(=O)c2cc(-c3cc(Cl)ccc3OC)n[nH]2)cc1OC
3: O=S(=O)(c1cc(Cl)ccc1Cl)N1CCN(Cc2ccc3c(c2)OCO3)CC1
4: Cc1cc(C(=O)NNc2c(Cl)cccc2Cl)n(C(C)(C)C)n1
5: O=C(O)c1cccc(NC(=S)N/N=C/c2ccccn2)c1
6: O=S(=O)(Cc1ccccc1Cl)NCc1ccccc1
7: O=C(CCl)Nc1ccc(N2CCCCCC2)cc1
8: O=C(O)CCCC(=O)N1CCN(C(c2ccccc2)c2ccccc2)CC1
9: Cc1ccc(NC(=O)N2CCN(C/C=C/c3ccccc3)CC2)cc1
10: O=C(Cn1c(=O)n(Cc2ccco2)c(=O)c2c3c(sc21)CCCCC3)Nc1ccccc1
assay / entry	1	2	3	4	5	6	7	8	9	10
TDP2 absorb	6	6	6	23	-3	-3	5	8	-8	-20
mABHD4 FP	4	4	-10	2	25	-3	3	-1	-9	-37
TCR-CD3 inh	1	3	2	-4	6	4	-1	3	-6	7
SIAE inh	-3	0	-3	11	9	-8	12	4	0	-50
PRMT1 FP inh	-2	0	-7	-7	2	-6	-2	1	2	24*
rCAG binder	4	7	-3	-3	3	0	6	0	-17	29
PG9 Ab binder	-0.3	0.2	0.3	-1.9	-3.0	-2.0	-5.7	-2.7	0.9	-0.4
LEDGF integ inh	-1	-1	1	5	0	0	-3	1	-8	5
HTRA1 inh	1	x	-17	3	-5	x	3	-4	-3	-30
NR1D1 modulator	-5	8	-3	3	-2	-4	3	0	-1	-24

11: CC1CCN(C(=O)Cn2nnc(-c3ccc(C(C)C)cc3)n2)CC1
12: O=C(O)c1ccnc(SCC(=O)c2ccccc2)c1
13: CN(Cc1ccco1)c1ncnc2ccc(-c3ccoc3)cc12
14: CN(Cc1ccccc1)c1nc2c(c(=O)[nH]c(=O)n2C)n1Cc1ccccc1
15: CC#CCCCC(=O)Nc1cccc(C(=O)O)c1
16: O=[N+]([O-])c1cc([N+](=O)[O-])c(Oc2ccccc2F)cc1NN1CCCCC1
17: S=c1[nH]nc(-c2ccc(Cl)cc2Cl)n1-c1ccc2c(c1)OCCO2
18: Cc1cccc(NC(=S)NC(=O)c2cc(-c3ccccc3)nc3ccccc23)c1
19: O=C(/C=C/c1ccccc1Cl)c1ccccc(=O)c1O
20: COc1ccc2cc3cc(C(=O)Nc4ccc5c(c4)OCO5)oc3nc2c1
assay / entry	11	12	13	14	15	16	17	18	19	20
TDP2 absorb	-22	-9	-4	-5	0	-6	2	0	3	-4
mABHD4 FP	-5	-2	-4	1	-3	3	4	-17	25	-8
TCR-CD3 inh	-2	-4	9	0	-3	5	8	4	8	-1
SIAE inh	-9	-5	-7	3	2	0	10	-22	9	5
PRMT1 FP inh	-3	23*	9	-3	7	-2	2	2	10	3
rCAG binder	-5	6	15	-6	11	1	8	11	20	4
PG9 Ab binder	-3.3	1.3	0.3	0.5	0.3	-1.4	-1.3	0.7	-0.8	1.2
LEDGF integ inh	13	-3	20*	-3	-4	-2	-2	1	4	-2
HTRA1 inh	-2	4	1	-6	-4	-7	-1	-7	44*	-2
NR1D1 modulator	0	-4	-8	2	2	6	-2	4	1	-16

21: COc1ccc(-c2csc(Nc3ccccc3)n2)cc1
22: CCOC(=O)c1ccc(N2CCOCC2)c(NC(=O)c2c(-c3ccccc3)noc2C)c1
23: COc1ccc(Nc2cc(C)nc3nc(C)nn23)c(OC)c1
24: Cc1nc2nc(SCC(=O)N3CCOCC3)nn2c(C)c1Cc1ccccc1
25: O=C(/C=N/O)NCc1cccnc1
26: Cc1cc(C(=O)NCCCC(=O)O)c(C)o1
27: CC(=O)Nc1ccc(S(=O)(=O)NCCSCc2ccccc2Cl)cc1
28: COc1ccc(OC)c(C(C)NC(=O)Nc2cccc(C(C)=O)c2)c1 (stereo not given)
29: COc1ccc(CC(=O)c2ccc(O)cc2O)cc1
30: COc1ccccc1CNC(=O)COc1ccc(S(=O)(=O)N2CCOCC2)cc1C
assay / entry	21	22	23	24	25	26	27	28	29	30
TDP2 absorb	1	-1	10	-11	4	7	8	1	-3	-5
mABHD4 FP	16	-4	5	8	2	0	-11	4	-4	-3
TCR-CD3 inh	2	5	-8	-8	-2	9	-3	-4	2	0
SIAE inh	6	6	12	-1	8	-4	3	-3	0	-1
PRMT1 FP inh	4	-1	3	2	0	3	-1	2	4	3
rCAG binder	8	0	0	-4	-2	0	3	-5	3	3
PG9 Ab binder	-0.6	-1.0	-1.1	0.8	1.6	-3.0	-0.7	2.6	-2.1	1.6
LEDGF integ inh	-7	4	0	-2	0	1	2	-3	-4	-4
HTRA1 inh	2	x	11	-1	3	0	-25	-6	0	2
NR1D1 modulator	-2	-2	3	7	4	-1	-4	-2	0	-2

Record cards, from the list above. Order of values: TDP2 absorb | mABHD4 FP | TCR-CD3 inh | SIAE inh | PRMT1 FP inh | rCAG binder | PG9 Ab binder | LEDGF integ inh | HTRA1 inh | NR1D1 modulator
Results for Cc1cc(C(=O)NCCCC(=O)O)c(C)o1 : 7 | 0 | 9 | -4 | 3 | 0 | -3.0 | 1 | 0 | -1
Results for CC#CCCCC(=O)Nc1cccc(C(=O)O)c1 : 0 | -3 | -3 | 2 | 7 | 11 | 0.3 | -4 | -4 | 2
Results for O=[N+]([O-])c1cc([N+](=O)[O-])c(Oc2ccccc2F)cc1NN1CCCCC1 : -6 | 3 | 5 | 0 | -2 | 1 | -1.4 | -2 | -7 | 6

Carrying on.
31: Cc1cc(-c2n[nH]c(=S)n2/N=C/c2sccc2C)n[nH]1
32: Cc1ccc(SC(C)C(=O)N2CCC(C(N)=O)CC2)cc1 (stereo not given)
33: Nc1cc(S(=O)(=O)N2CCCCC2)ccc1Oc1ccccc1
34: O=C1COc2ccc(S(=O)(=O)Nc3cccc(Cl)c3)cc2N1
35: Cc1cc(-c2nn(C)c(=O)c3ccccc23)cc(C)c1O
36: CCCSc1nc2c(c(=O)n(C)c(=O)n2C)n1C
37: Cc1cc(C)n2nc(C(=O)OCC(=O)NCc3ccccc3)nc2n1
38: Cc1cc(C)n2c(NC3CCCCC3)c(-c3cccnc3)nc2n1
39: CN(Cc1ccccc1)C(=O)c1ccc(NC(=O)Cc2ccc(NC(=O)C3CCN(C(=O)C4CCC4)CC3)cc2)cc1
40: COC(=O)c1ccccc1NC(=O)CN1CCN(C(=O)c2ccco2)CC1
assay / entry	31	32	33	34	35	36	37	38	39	40
TDP2 absorb	1	-3	-5	4	12	3	-2	8	5	4
mABHD4 FP	-7	8	2	13	5	-3	6	8	3	4
TCR-CD3 inh	1	4	-5	7	4	10	0	2	-7	-3
SIAE inh	0	2	-4	0	4	2	0	3	-3	0
PRMT1 FP inh	13	-3	3	0	0	2	0	9	0	0
rCAG binder	3	-2	-3	4	-3	-5	5	4	4	-4
PG9 Ab binder	3.3	0.9	2.2	-0.6	0.1	-0.8	-0.9	-0.3	-0.9	0.7
LEDGF integ inh	2	-2	-3	-1	2	0	-1	0	3	0
HTRA1 inh	1	6	-9	-2	-2	-1	6	x	-8	-12
NR1D1 modulator	2	1	3	-1	-2	0	2	-7	-4	-2

41: CC(NC(=O)c1ccc2ccccc2n1)c1ccccc1 (stereo not given)
42: CCn1c(SCC(=O)N2CCOCC2)nc2c(c1=O)SC(C)C2 (stereo not given)
43: Cc1onc(-c2c(Cl)cccc2Cl)c1C(=O)NC1CCCCC1
44: CCOc1cc(C2NC(=O)NC(C)=C2C(=O)OCC2CCCCC2)ccc1O (stereo not given)
45: O=C(COC(=O)c1ccc(F)cc1F)Nc1ccc(S(=O)(=O)N2CCOCC2)cc1
46: COc1cc2nc(CCc3ccccc3)oc(=O)c2cc1OC
47: Cc1ccc(S(=O)(=O)Nc2ncnc3sccc23)cc1C
48: COc1ccc(S(=O)(=O)N2CN3CCN(C3)C2)cc1OC
49: COc1ccc(N(C(=O)CNC(=O)c2cccs2)C(C(=O)NCC2CCCO2)c2ccccc2)cc1OC (stereo not given)
50: Cc1nc2ccc(NS(=O)(=O)c3c(F)cccc3F)cc2s1
assay / entry	41	42	43	44	45	46	47	48	49	50
TDP2 absorb	20	17	2	-16	1	-11	-3	7	4	1
mABHD4 FP	-10	3	-6	-17	0	4	2	2	1	9
TCR-CD3 inh	0	2	-7	-4	4	4	-2	0	9	-9
SIAE inh	1	2	-2	-2	2	-3	0	9	3	2
PRMT1 FP inh	-3	-1	3	6	-3	-3	5	0	-2	2
rCAG binder	-4	-5	-5	-6	3	1	5	1	-4	5
PG9 Ab binder	-0.9	-0.3	2.0	-1.3	-0.9	1.0	1.5	-0.6	-0.6	-0.1
LEDGF integ inh	4	0	2	-6	0	3	-3	-4	1	-3
HTRA1 inh	-10	-6	-7	-14	14	-1	9	1	-2	3
NR1D1 modulator	-4	6	2	1	-1	1	2	2	2	1

Three of the entries above in order of the PRMT1 FP inh value, smallest number first:
item	molecule	PRMT1 FP inh
46	COc1cc2nc(CCc3ccccc3)oc(=O)c2cc1OC	-3
49	COc1ccc(N(C(=O)CNC(=O)c2cccs2)C(C(=O)NCC2CCCO2)c2ccccc2)cc1OC (stereo not given)	-2
50	Cc1nc2ccc(NS(=O)(=O)c3c(F)cccc3F)cc2s1	2

Next compounds:
51: Nc1ccn([C@@H]2O[C@H](C(=O)N3CCCN(Cc4ccccc4F)CC3)[C@@H](O)[C@H]2O)c(=O)n1
52: CN1CCN(C(=O)c2ccc3ccccc3c2)CC1
53: Cc1ccc(Cn2c(=O)sc3ccccc3c2=O)cc1
54: COc1ccc(-c2cccc(-c3cc(=O)oc4ccc(C(C)(C)C)cc34)c2)cc1
assay / entry	51	52	53	54
TDP2 absorb	-7	4	10	-2
mABHD4 FP	-1	0	-5	-4
TCR-CD3 inh	3	-6	3	9
SIAE inh	5	3	-5	-1
PRMT1 FP inh	-3	2	3	3
rCAG binder	3	-3	-1	8
PG9 Ab binder	-2.7	1.0	0.8	0.7
LEDGF integ inh	2	2	0	4
HTRA1 inh	x	5	-24	-42
NR1D1 modulator	0	0	-3	7
